Screens: PubChem, National Center for Advancing Translational Sciences (NCATS)
EPAC2 antag – antagonists of human EPAC2 | 0.18% of 360,000 active | EPAC2 GEF exchange of Rap1B-BODIPY-GDP, fluorescence | Q8WZA2 | Potency, µM (titrated, usually from 114 µM), for the others: at the highest dose activity, negative = inhibition, actives largely listed as inhibitors; also: potency is read from the fitted curve at half-maximal effect; % is scaled to controls: 0 for no effect and ±100 for the full control effect; nearly all actives have a fitted effect of over 45% in size; many of its hits are not listed in these tables
Target sequence (Q8WZA2 whole entry, looked up): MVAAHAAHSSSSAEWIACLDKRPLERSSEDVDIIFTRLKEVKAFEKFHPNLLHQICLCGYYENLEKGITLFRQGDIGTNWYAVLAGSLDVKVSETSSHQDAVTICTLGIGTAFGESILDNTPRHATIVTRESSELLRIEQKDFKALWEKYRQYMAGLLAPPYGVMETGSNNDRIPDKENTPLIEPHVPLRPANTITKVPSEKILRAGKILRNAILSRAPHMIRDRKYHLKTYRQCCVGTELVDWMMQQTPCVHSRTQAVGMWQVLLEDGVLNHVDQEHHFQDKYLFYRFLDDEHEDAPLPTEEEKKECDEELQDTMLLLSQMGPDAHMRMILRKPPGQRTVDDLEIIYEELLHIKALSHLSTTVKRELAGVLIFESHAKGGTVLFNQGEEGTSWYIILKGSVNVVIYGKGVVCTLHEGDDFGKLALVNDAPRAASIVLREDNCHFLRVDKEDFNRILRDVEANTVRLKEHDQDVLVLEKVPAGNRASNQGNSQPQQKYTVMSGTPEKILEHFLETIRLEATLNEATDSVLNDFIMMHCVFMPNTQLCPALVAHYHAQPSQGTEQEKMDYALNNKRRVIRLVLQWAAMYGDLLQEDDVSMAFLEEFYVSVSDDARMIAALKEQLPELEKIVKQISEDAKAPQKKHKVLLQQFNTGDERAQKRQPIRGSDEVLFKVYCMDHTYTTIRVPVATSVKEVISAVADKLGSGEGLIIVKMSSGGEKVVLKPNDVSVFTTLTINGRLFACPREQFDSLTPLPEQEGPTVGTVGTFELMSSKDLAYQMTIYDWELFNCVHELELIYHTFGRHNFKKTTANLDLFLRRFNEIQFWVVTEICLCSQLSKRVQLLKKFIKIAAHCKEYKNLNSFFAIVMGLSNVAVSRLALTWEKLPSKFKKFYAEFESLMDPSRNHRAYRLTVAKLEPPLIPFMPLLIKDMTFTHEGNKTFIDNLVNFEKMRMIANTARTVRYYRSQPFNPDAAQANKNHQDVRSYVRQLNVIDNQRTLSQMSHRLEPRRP
MmCpn inh – M. maripaludis TRiC chaperonin inhibition. purified Mm-Cpn ATPase, ADP Transcreener TR-FRET. Potency, µM (series often up to 76.9 µM), for the others: at the top dose activity, negative = inhibition, actives largely listed as inhibitors. 0.031% of 330,000 active; also: potency is read from the fitted curve at half-maximal effect; % is scaled to controls: 0 for no effect and ±100 for the full control effect; nearly all actives have a fitted effect of over 80% in size
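Measured: ADP formation by purified Mm-CPN. Conditions: 25 nM protein, 10 uM ATP, Tris pH 7.4 with Mg2+, K+ and DTT, 37°C for 30 min. Detection: Transcreener HTRF after 30 min at room temperature.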
Nrf2 ARE act – activators of Nrf2 (ARE) signaling | Potency, µM (series often up to 46.1 µM), without a hit: top-dose activation, usual class: activators | AREc32 ARE-luciferase reporter (MCF7-derived line), luminescence, 24 h | AID 624171 | 0.31% of 410,000 active; also: potency is read from the fitted curve at half-maximal effect; % of control where 0% means no effect; nearly all actives have a fitted effect of over 65% in size
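ARE-driven firefly luciferase activity in AREc32 cells measured after a 24 hr compound exposure at 37 deg C, using Steady-Glo reagent and a 30 min room-temperature hold.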
TGFb inhibitor – TGF-b pathway inhibition; Potency, µM (titrated, usually from 46.1 µM), for the others: at the highest dose activity, negative = inhibition, usual class: inhibitors; HepG2 CAGA-GFP TGF-b/SMAD3 reporter, GFP fluorescence, 18 h; TGF-beta stimulated, 500 pg/mL final; 1.2% of 410,000 active; also: potency is read from the fitted curve at half-maximal effect; % is scaled to controls: 0 for no effect and ±100 for the full control effect; nearly all actives have a fitted effect of over 65% in size
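GFP signal (ex488/em500-530) from TGF-beta-stimulated HEPG2 CAGA-GFP cells, 500 pg/mL final, 18 h at 37 degrees C in DMEM plus 1% FBS, normalized to unstimulated and DMSO-stimulated controls.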
Akt phos inh – inhibitors of Akt phosphorylation. Neuro2A IGF-stimulated pAkt S473 HTRF, 20 min; active compounds read low. activity change, % for hits at 50 µM. 0.32% of 360,000 active. AID 651550; in the data active = activity change below about -80%; inconclusive = mostly about -51% to -80%; also: % is scaled to controls: 0 for no effect and ±100 for the full control effect
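Neuro2A cells in DMEM with 0.5% FBS, overnight at 37 deg C, given compound at single 50 µM final, then IGF (6 nM final) for 20 min at 37 deg C. Lysed; phospho-Akt Ser473 by HTRF after 24 h, 665/615 ratio.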
A549 viability – kills or reduces viability of A549 cells in Nrf2 counter-screen | A549 ARE-Fluc cells, CellTiter-Fluor viability, 18-24 h | 0.16% of 390,000 active | Potency, µM (titrated, usually from 46 µM), without a hit: top-dose activity change, negative = cytotoxicity, hits mostly inhibitors; also: potency is read from the fitted curve at half-maximal effect; % is scaled to controls: 0 for no effect and ±100 for the full control effect
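A549 ARE-Fluc cells in 5% FBS OPTI-MEM, 5000 cells/well, rested 2 h then exposed to compounds in concentration-response for 18-24 h at 37 °C. Viability by CellTiter-Fluor fluorescence (Ex 405/Em 525) after 30 min; luciferase luminescence (BugLite, 15 min, RT) read afterwards.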
Nrf2 inh – blocks Nrf2 signaling; A549 ARE-Fluc reporter, luciferase luminescence, 18-24 h; Potency, µM (highest dose often 46 µM), for inactives: top-dose activity change, negative = inhibition, most hits filed as inhibitors; 2.1% of 360,000 active; AID 504444; also: potency is read from the fitted curve at half-maximal effect; % is scaled to controls: 0 for no effect and ±100 for the full control effect; nearly all actives have a fitted effect of over 60% in size
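A549 ARE_Fluc cells, 5000/well, 5% FBS OPTI-MEM; compounds in dose-response, 18-24 h at 37 °C/5% CO2; CellTiter-Fluor viability read (Ex 405/Em 525), then BugLite luciferase luminescence = Nrf2 activity.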
CCT chaperon mod – modulators of cytosolic chaperonin (CCT/TRiC) activity | purified chaperonin ATPase assay, HTRF ADP detection, 30 min | activity change, % (test concentration not listed), hits read low | 0.3% of 360,000 active | AID 651819; in the data active = activity change below about -30%; also: % is scaled to controls: 0 for no effect and ±100 for the full control effect
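First, chaperonin was dispensed at 40 nM or 20 nM final depending on batch activity. Next, compounds were pinned at 76 uM and ATP added at 10 uM. After 30 min at 37 °C, ADP detection reagents ran 30 min at ambient temperature.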
EPAC2 agonist – activates human EPAC2 exchange factor. Q8WZA2. EPAC2 activation, biochemical qHTS; response scale: 100% = 6.5 mM cAMP response. Potency, µM (series often up to 154 µM), inactives show top-dose activation, most hits filed as activators. 0.079% of 360,000 active; also: potency is read from the fitted curve at half-maximal effect; nearly all actives have a fitted effect of over 50% in size
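Each well held 100 nM EPAC2, 250 nM RAP1B-BODIPY-GDP and 50 uM GDP. Fluorescence, read at 5-min intervals to 30 min, was referenced to a 6.5 mM cAMP positive control.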
* hit, by the source's call; i = inactive; ? = inconclusive; . = no result given; [ ] = dose if it differs, or a comment. Unless noted, calls follow the shape of the dose curve; as a rule, active = well fitted curve in the direction sought with a large enough effect; inconclusive = small, poorly fitted or top-dose-only effect, or another doubt; inactive = no such curve, though single readings can be large; an effect the other way counts as inactive or inconclusive. An excerpt; rates above refer to the full screens.

SMILES | EPAC2 antag | MmCpn inh | Nrf2 ARE act | TGFb inhibitor | Akt phos inh | A549 viability | Nrf2 inh | CCT chaperon mod | EPAC2 agonist
C/C(=N/NC(=O)c1sc(NS(=O)(=O)c2ccccc2)nc1C)c1ccccc1 | -20% | -2% | 0.1% | 1% | i | -2% | ? | -2.7 | -2%
CC(NC(=O)OC(C)(C)C)C(=O)Oc1ccc2ccc(=O)oc2c1 (stereo not given) | -2% | -9% | 0.2% | 9% | i | -4% | . | -1.4 | 14%
FC(F)(F)c1ccc(Sc2n[nH]c(C(F)(F)F)n2)nc1 | 1% | 0% | -0.5% | -13% | i | 1% | ? | 0.3 | 6%
CC(C)CC1(C)NC(=O)N(CC(=O)Nc2ccc3c(c2)CCC3)C1=O (stereo not given) | 12% | -1% | 3.3% | -15% | i | 7% | -12% | -4.6 | 13%
Nc1ccc2c(c1)OC1(CCCCC1)O2 | 0% | 0% | 0.2% | -6% | i | 5% | ? | -0.6 | 2%
CCCOc1ccc(C(CC(=O)O)NC(=O)c2sc3ccccc3c2Cl)cc1 (stereo not given) | -15% | -19% | 4.2% | 6% | i | 3% | -7% | -1.7 | -19%
CN1CCN(C(=O)/C=C/c2cccc(Cl)c2)CC1 | 1% | 0% | 0.1% | -5% | i | 1% | 1% | 0.4 | 3%
COCCn1c(SCC(=O)N2CC(=O)Nc3ccccc32)nc2ccccc21 | 6% | 0% | 0.3% | 0% | i | 0% | 0% | 1.2 | -1%
COc1ccc(NC(=O)Cn2c(=O)n(-c3ccc(CC(=O)NCC4CCCO4)cc3)c(=O)c3ccccc32)c(OC)c1 (stereo not given) | . | . | -0.6% | -2% | . | -17% | 1% | . | .
CSc1ccc(CN2CCC(Oc3cccc(C(=O)N4CCCC4)c3)CC2)cc1 | -3% | -3% | 2.1% | ? | i | -13% | -16% | 2.1 | -4%
NC(=O)N/N=C/C=C/c1ccc(F)cc1 | -3% | -1% | 0.5% | 0% | i | 1% | 1% | -0.7 | 2%
O=C(CCCCC(=O)NCCCc1ccccc1)NCCCc1ccccc1 | 6% | -1% | -0.9% | -18% | i | -3% | 6% | 0.5 | -3%
CC(C)NC(=O)OC1CC2CC1[C@H]1CCCCN1C2=O (stereo not given in full) | 8% | . | -0.3% | . | i | . | . | -0.7 | 3%
O=C1c2ccccc2CCC1C(O)c1ccccn1 (stereo not given) | -1% | 0% | 4.9% | 2% | i | -2% | 5% | -0.9 | 9%
COc1cc(C(=O)N2CCC(c3nc4ccccc4o3)CC2)cc(OC)c1OC | . | . | 3.7% | -1% | . | 9% | 6% | . | .
CCOc1ccc(N2C(=O)CN(CC(=O)OC)C2=S)cc1 | -3% | 0% | -0.2% | 3% | i | 0% | 5% | -0.1 | 1%
COc1ccc(-c2cc(-c3ccc(Br)cc3)nc3ncnn23)cc1OC | -2% | -3% | 0.4% | 3% | i | -14% | ? | -2.2 | 9%
Cc1ccc(S(=O)(=O)/N=C(/NC(=S)Nc2cccc(C)c2)c2ccccc2)cc1 | 19% | -1% | ? | -21% | i | -1% | ? | 1.2 | -5%
CN1CCC(Oc2ccccc2Sc2ccc(C(F)(F)F)cc2)CC1 | 2% | -1% | 0.3% | 9% | i | 5% | 13% | 2.1 | 7%
O=C(Nc1c2n(c(=S)n(-c3ccccc3)c1=O)CCCCC2)c1ccccc1 | 0% | -4% | -0.3% | -7% | i | -9% | 0% | -1.4 | 5%
CCOc1ccc(CNC(=O)c2ccc(NC(=O)N3CCSc4ncccc43)cc2)cc1OC | . | . | 0.7% | -9% | . | 1% | -30% | . | .
CCOc1ccc(Nc2nc(Cc3nnc(SCC(=O)NCc4ccco4)n3CC)cs2)cc1 | -2% | 1% | -0.1% | -11% | i | 3% | -13% | -1.1 | 3%
Cn1nc(C(=O)NCc2ccccc2)c2ccccc2c1=O | 6% | -1% | 0.2% | -12% | i | -2% | -25% | -1.3 | 1%
COc1ccc2nc(N3CCCCC3)c(/C=C3\SC(=S)NC3=O)cc2c1 | ? | 0% | -0.1% | -4% | i | -11% | -3% | -1.3 | 5%
CCOc1ccc(CN2CCN(Cc3c[nH]c4ccccc34)CC2)cc1 | 1% | 2% | 15% | 3% | i | -14% | -5% | -3.2 | 12%
SMILES | EPAC2 antag | MmCpn inh | Nrf2 ARE act | TGFb inhibitor | Akt phos inh | A549 viability | Nrf2 inh | CCT chaperon mod | EPAC2 agonist
O=C(Nc1ccc(S(=O)(=O)N2CCCC2)cc1)c1cncc(Br)c1 | -18% | 0% | 0.0% | 0% | i | -2% | 5% | 0.5 | 14%
CCc1ccccc1Oc1nc(NC(C)C)nc2ccsc12 | ? | . | 0.9% | -3% | i | . | . | 0.4 | 6%
CC(C)c1ccc(NC(=O)CN2C(=O)COc3ccc(S(=O)(=O)N4CCCCC4)cc32)cc1 | . | . | -0.1% | -6% | . | ? | ? | . | .
Cc1cnc(SCc2cnc(C)nc2N)nc1 | 1% | 3% | -0.2% | 5% | i | -4% | -2% | -0.2 | -4%
CCN(Cc1ccncc1)Cc1nc(CC2CC2)no1 | 3% | -3% | 0.1% | -24% | i | 1% | -14% | 0.3 | -2%
Fc1ccc(COc2cccc(-c3n[nH]c(=S)o3)c2)cc1 | -22%[57.1 µM] | ? | 2.0% | -10% | i | 4% | 12% | -1.4 | 3%
CCOC(=O)CN1N=C(/C=C/c2ccc(C(C)C)cc2)CCC1=O | -6% | 0% | 4.3% | 1% | i | 1% | ? | -4.3 | 3%
CC(C)C(=O)Nc1cc(-c2nc3ncccc3o2)ccc1Cl | 6% | -1% | 5.9% | -25% | i | -9% | 6% | -6.4 | 2%
CSc1ccc(CCNC(=O)CSc2ccsc2[N+](=O)[O-])cc1 | -15% | 2% | 4.6% | -4% | i | -2% | 2% | 0.6 | 8%
COc1ccc(C/C(C)=N/NC(=S)Nc2ccc(C)c(C)c2)cc1 | -11% | -2% | 5.1% | -7% | i | 6% | 8% | -1.2 | 9%
O=C1NCC(=O)N2C(c3ccccc3)c3[nH]c4ccccc4c3C[C@@H]12 (stereo not given in full) | -17% | 1% | 1.7% | 2% | i | -3% | -23% | -0.4 | -4%
CCCCC(=O)NC1(C(F)(F)F)C(=O)Nc2c1c(=O)[nH]c(=O)n2-c1ccc(C)c(C)c1 (stereo not given) | . | . | 0.0% | 3% | . | -3% | 8% | . | .
Cc1ccc(S(=O)(=O)N(CC2CO2)c2cccc([N+](=O)[O-])c2)cc1 (stereo not given) | -6% | -1% | 17% | ? | i | 2% | -12% | 0.9 | 5%
O=C(/C=C1\NC2(CCCC2)Cc2ccccc21)C(=O)N/N=C/c1ccccc1O | 16% | -21% | -0.2% | ? | i | ? | 15µM* | -2.4 | -2%
CC(=O)N/C(=C\c1ccc(F)cc1)C(=O)OC(C)C | 5% | -1% | -0.3% | 1% | i | 0% | ? | -0.1 | 7%
CCCc1ccc(OCC(O)CN2CCN(C(=O)OCC)CC2)cc1 (stereo not given) | -3% | -2% | -0.1% | -21% | i | 1% | -9% | 0.3 | 7%
CCOCCCNC(=O)c1cc(Sc2ccc(C)cc2)nc2ccccc12 | -11% | ? | -1.7% | 46%[activator] | i | 3% | 23µM* | 0.6 | 12%
S=C(NCc1ccccc1)Nc1ccncc1 | 2% | 0% | 0.3% | 0% | i | 0% | ? | -0.2 | 0%
Cc1cc2c(ncn2Cc2ccccc2)c(NS(C)(=O)=O)c1C | -3% | 2% | -0.5% | -4% | i | -5% | -22% | -0.9 | 5%
CCOc1ncccc1C(=O)NNC(=O)c1cccc(S(=O)(=O)Nc2ccccc2OC)c1 | 10% | -1% | -0.2% | -13% | i | 2% | 10% | -2.7 | 1%
COc1ccsc1C(=O)N1CCN(Cc2ccc3c(c2)OCO3)CC1 | -5% | 0% | 0.0% | 10% | i | 2% | ? | -2.4 | 6%
CCN(CC)CCNC(=O)c1cc2c(=O)n(C)c3ccccc3c2s1 | 8% | -2% | 26% | -18% | i | 2% | ? | -0.3 | 2%
O=C(Nc1ccc(Cl)cc1)Nc1ccc(-c2cnco2)cc1 | -4% | -25% | -0.3% | 0% | i | -5% | -20% | 0.9 | 2%
COc1ccc(C(=O)Nn2c(SCC(=O)NCc3ccccc3)nc3ccccc3c2=O)cc1 | -8% | 2% | -1.3% | 0% | i | -2% | ? | -0.4 | 9%
CCOc1ccc(OCC)c(S(=O)(=O)NCCCN2CCOCC2)c1 | -12% | 0% | -0.5% | 8% | . | 5% | 22% | -3.1 | -83%[inhibitor][15.6 µM]
Cn1ncc2c(Nc3ccc(Br)cc3)nc(Nc3ccc(Br)cc3)nc21 | -1% | -25% | 6.5% | 11µM* | i | -10% | -29% | 0.2 | -2%
CCOc1ccc(Nc2ccnc3cc(Cl)ccc23)cc1 | -15% | -7% | 0.4% | -16% | i | -3% | 13% | -1.5 | 10%
CCCCCCC[C@@H](C/C=C/CCC(=O)N(C)C/C(=C/Cl)C/C(=C\C(=O)N1C[C@H](O)CC1=O)OC)OC | ? | -8% | -3.0% | 16µM* | i | -9% | ? | 0.3 | -6%
CCN(CC(=O)Nc1c(F)cccc1F)C(=O)CNC(=O)c1ccc(C)s1 | 7% | -1% | 2.6% | 3% | i | -5% | 22% | 0.2 | 4%
O=C1CC(c2ccco2)c2ccc3ccccc3c2N1 (stereo not given) | -1% | 0% | ? | ? | i | 0% | ? | -1.0 | 19%
